Compound activity: PubChem BioAssay, Sanford-Burnham Center for Chemical Genomics
SENP7 block = inhibitors of human SENP7 protease; Q9BQF6; recombinant SENP7, Z-RLRGG-aminoluciferin luminescence, 40 min; inhibition, % at 5 µM; 1.5% of 330,000 active;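 active = inhibition above about 50% at the single test dose, limit read from the data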;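 also: plate controls were DMSO with enzyme for no effect and no enzyme buffer wells for full effect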
Target sequence (Q9BQF6 706-1050 limits assumed): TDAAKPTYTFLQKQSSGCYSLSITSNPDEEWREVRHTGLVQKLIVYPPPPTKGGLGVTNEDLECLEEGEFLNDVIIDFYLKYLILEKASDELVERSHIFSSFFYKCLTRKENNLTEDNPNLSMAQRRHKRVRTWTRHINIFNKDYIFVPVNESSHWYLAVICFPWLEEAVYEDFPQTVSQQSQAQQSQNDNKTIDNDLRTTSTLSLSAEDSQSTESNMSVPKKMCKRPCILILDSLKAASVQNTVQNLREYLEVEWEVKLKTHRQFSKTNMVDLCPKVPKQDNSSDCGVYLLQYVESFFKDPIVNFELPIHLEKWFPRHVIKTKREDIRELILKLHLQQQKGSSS
Gli-Sufu antag = antagonists of Gli-Sufu signaling; inhibition, % at 5 µM; Sufu-KO-LIGHT fibroblasts, Gli luciferase reporter luminescence; AID 588413; 0.74% of 340,000 active;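 active = inhibition above about 55%, limit read from the data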;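 also: 0% = DMSO-treated cells and 100% = wells with medium but no cells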
SENP8 inh = SENP8 protease inhibition. Q96LD8. purified SENP8, Z-RLRGG-aminoluciferin cleavage, luminescence. inhibition, % at 10 µM. 1.2% of 330,000 active. AID 2540
Target sequence (Q96LD8 whole entry, looked up): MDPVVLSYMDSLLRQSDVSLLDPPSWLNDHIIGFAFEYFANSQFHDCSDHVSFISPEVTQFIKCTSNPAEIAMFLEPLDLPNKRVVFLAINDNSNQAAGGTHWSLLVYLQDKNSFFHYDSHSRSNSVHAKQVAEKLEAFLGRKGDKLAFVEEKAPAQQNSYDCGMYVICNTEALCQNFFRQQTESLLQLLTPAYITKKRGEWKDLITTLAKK
Jurkat NFkB inh = lowers PMA/ionomycin-induced NF-kB signal in Jurkat cells. AID 435003. 0.53% of 330,000 active. inhibition, % at 4 µM. PMA/ionomycin-induced NF-kB luciferase reporter, luminescence
HKDC1 inhibitor = HKDC1 (human) hexokinase inhibition; Q2TB90; recombinant HKDC1, G6PDH/diaphorase resazurin coupled fluorescence; inhibition, % at 20 µM; 0.16% of 340,000 active; AID 493160;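 active = inhibition above about 35% when tested at 20 µM, limit read from the data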;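 also: plate controls were DMSO wells with enzyme for no effect and DMSO wells lacking enzyme for full effect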
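Assay system – recombinant HKDC1 (HK5) hexokinase enzyme, produced in-house · Input – HKDC1 at 5 µg/mL · Reagent – glucose plus 1 mM ATP as hexokinase substrates · Timing – 90 min reaction incubation at room temperature, dark · Measured by – G6PDH/diaphorase-coupled fluorescence, 1 mM NADP, 100 µM resazurin, 525/613 nm · Benchmarks – DMSO-enzyme wells negative, buffer-substituted wells positive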
Apaf-1 inh = inhibitors of human Apaf-1 apoptosome; O14727; reconstituted apoptosome caspase-3 activity, DEVD-Rh110 fluorescence; inhibition, % at 20 µM; 0.71% of 330,000 active; AID 489030; active = inhibition of at least 40% at 20 µM;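 also: plate controls were DMSO wells for no effect and DEVD-CHO caspase inhibitor wells for full effect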
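Material: biochemical Apaf-1 apoptosome reconstitution. Medium: Hepes buffer, pH 7.5. Also added: cytochrome c activation, bis-DEVD rhodamine 110 substrate. Timing: 30 min compound preincubation, 50 min activation, room temperature. Measured by: rhodamine 110 fluorescence at Ex 480/Em 540 nm.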
UBC13 inh = blocks human UBC13 polyubiquitin chain formation. P61088. TR-FRET. inhibition, % at 20 µM. 0.47% of 330,000 active. AID 485273; in the data active = inhibition above about 45%, passing the limit was not always enough
Target sequence (P61088 whole entry, looked up): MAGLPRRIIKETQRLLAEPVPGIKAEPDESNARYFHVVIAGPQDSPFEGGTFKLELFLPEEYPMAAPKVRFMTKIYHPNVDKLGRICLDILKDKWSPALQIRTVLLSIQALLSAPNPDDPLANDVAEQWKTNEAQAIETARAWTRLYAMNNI
697 NFkB inh = lowers PMA/ionomycin-induced NF-kB signal in 697 B cells | 697 B-cell NF-kB luciferase reporter, 16 h | 0.33% of 330,000 active | inhibition, % at 4 µM; in the data active = inhibition above about 35%
* = called active by the depositor; . = no result given. Rule as the data show it, unless noted: active = inhibition above about 50%; inactive = the rest.

nr	smiles	SENP7 block	Gli-Sufu antag	SENP8 inh	Jurkat NFkB inh
1	COc1cc(/C=N/N(C)c2ccccc2)cc(Cl)c1O	-15	19	-2	-61
2	COC(=O)c1c(C)[nH]c(C(=O)/C=C/c2ccccc2)c1C	-19	-51	-10	-94
3	CC1(C)CC(=O)C=C(NCCN2CCN(C(=O)Nc3ccc(Cl)c(Cl)c3)CC2)C1	9	13	-11	-12
4	CCn1cc(CNC(=O)c2cc(COc3ccc(F)cc3F)on2)cn1	-6	-8	-7	-13
5	S=C(NCc1ccccc1)Nc1ccncc1	2	36	7	9
6	O=C(/C=C/c1ccco1)NCCCN1CCOCC1	-5	2	-5	12
7	Cc1cc(NC(=O)CS(=O)(=O)c2cn(Cc3ccccc3Cl)c3ccccc23)no1	-8	-3	-2	-7
8	Cc1c(NC(=S)NC(=O)c2sc3ccccc3c2Cl)cccc1C(=O)O	5	-105	30	-50
9	C/C(=N\OC(=O)c1ccc(F)cc1)c1ccc(F)c(F)c1	92*	33	73*	5
10	Nc1nnc(SCCCC(=O)c2ccccc2)s1	12	-17	-3	-13
11	O=C(CCc1nc2ccccc2c(=O)[nH]1)Nc1cc(C(F)(F)F)ccc1N1CCCC1	-9	-27	-3	3
12	O=C(NCc1ccco1)c1cc(-c2ccc(F)cc2)on1	3	-56	-5	-55

nr	HKDC1 inhibitor	Apaf-1 inh	UBC13 inh	697 NFkB inh
1	6	17	-5	-66
2	2	-11	-2	-201
3	1	10	3	-9
4	-8	8	-10	-25
5	-1	2	4	4
6	-9	-4	-1	12
7	1	19	-8	9
8	13	-2	-5	-181
9	-2	-23	3	-12
10	-9	-3	-6	-3
11	-1	-7	-14	5
12	-6	-8	12	-45

More compounds follow:
nr	smiles	SENP7 block	Gli-Sufu antag	SENP8 inh	Jurkat NFkB inh
13	COCCSc1ccccc1C(=O)Nc1ccc(Cl)cn1	18	-1	-2	4
14	CCC(OC(=O)C(C)N1C(=O)C(=O)c2ccccc21)C(=O)Nc1ccccc1OC (configuration not stated)	2	6	0	5
15	Cc1oc(-c2cc3c(cc2Cl)OCO3)nc1CN1CCCC1c1ccc(F)cc1 (configuration not stated)	7	16	2	-9
16	Clc1ccc(-n2nnc(-c3cccnc3Cl)n2)cc1Cl	57*	-131	4	-134
17	FC(F)(F)c1cc(Nc2ccccc2)nc(-c2ccccn2)n1	6	13	-1	1
18	CN(CC(=O)N1CCN(c2ccccn2)CC1)S(=O)(=O)c1cccc2nsnc12	7	43	-6	-8
19	COC(=O)[C@]1(Cc2ccccc2)N[C@H](CN(C)S(=O)(=O)c2ccc(OC(F)(F)F)cc2)[C@@H]2C(=O)N(C)C(=O)[C@@H]21	10	-5	-1	-5
20	COc1cccc(Nc2ncnc3sccc23)c1	11	-15	-1	-58
21	CCOc1ccccc1CN1CCN(CC2CC2)CC1CCO (configuration not stated)	0	17	12	8
22	Nc1nonc1C(=O)N/N=C/c1ccc(-c2cccc(C(=O)O)c2)o1	3	.	27	5
23	CCC(C)N1C(=O)/C(=C/c2c(NCCCOC(C)C)nc3c(C)cccn3c2=O)SC1=S (configuration not stated)	3	19	-6	13
24	COc1cc(/C=C2\SC(=S)NC2=O)ccc1OS(=O)(=O)c1ccccc1	9	.	43	-11

nr	HKDC1 inhibitor	Apaf-1 inh	UBC13 inh	697 NFkB inh
13	-11	7	-4	16
14	9	10	3	12
15	-1	16	-1	-6
16	-7	2	-12	-127
17	4	6	1	9
18	8	-12	3	3
19	-2	16	9	-15
20	4	12	-2	-66
21	-8	-6	-2	6
22	.	-10	0	-12
23	-3	6	-266	38*
24	.	2	-15	-13

(cont.)
nr	smiles	SENP7 block	Gli-Sufu antag	SENP8 inh	Jurkat NFkB inh
25	Cc1ccc(C(=O)c2c3ccc(C(F)(F)F)cc3nn2CCC(N)=O)cc1	3	-5	-6	-7
26	O=C(C[n+]1cccc2ccccc21)c1ccc(Br)cc1	3	.	-4	18
27	Cc1oc2c(C)c3oc(=O)c(CCC(=O)NCCCn4ccnc4)c(C)c3cc2c1C	-4	7	7	12
28	CC(=O)N1c2ccc(S(=O)(=O)NCC3CCC(C(=O)NC4CCCCC4)CC3)cc2CC1C (configuration not stated)	10	20	-3	11
29	O=C(O)C1CCC(NSc2ccccc2[N+](=O)[O-])CC1 (configuration not stated)	-2	-16	-4	6
30	CCCn1c(=O)c2ccccc2n2c(SCC(=O)NCc3cccs3)nnc12	8	9	7	5
31	COc1ccc(C(=O)Nc2cccc(-c3nc4ncccc4o3)c2C)cc1	-4	-5	-3	-3
32	CC(=O)Nc1ccc(Nc2c([N+](=O)[O-])c(=O)n(-c3ccccc3)c3ccccc23)cc1	9	19	4	12
33	Cc1no[n+]([O-])c1COc1ccccc1/C=N/n1nnnc1N	3	5	-6	16
34	Cc1ccc(OCCOC(=O)c2c(-c3ccccc3)noc2C)cc1	7	-9	-2	34
35	CCOc1ccccc1CN1CCN(Cc2cc(=O)c3ccccc3[nH]2)CC1CCO (configuration not stated)	-4	13	-6	51*
36	CCOc1ccc(NC(=O)CSc2nc3ccsc3c(=O)n2CCC(=O)O)cc1	4	-10	-1	4

nr	HKDC1 inhibitor	Apaf-1 inh	UBC13 inh	697 NFkB inh
25	3	15	11	-20
26	-4	11	2	9
27	1	-4	27	14
28	-11	-8	7	8
29	-2	6	-5	2
30	3	16	-7	-9
31	-4	-11	4	24
32	8	-8	-14	7
33	6	-9	22	-20
34	4	19	1	-11
35	-2	1	2	-13
36	-2	-1	-3	15

The listing continues:
nr	smiles	SENP7 block	Gli-Sufu antag	SENP8 inh	Jurkat NFkB inh
37	CCCCC(=O)Nc1ccc(C(=O)N2CCN(C)CC2)cc1	4	1	8	-16
38	CCN1CCN(C(=O)C2CCN(S(=O)(=O)c3cc(Cl)ccc3Cl)CC2)CC1	1	4	1	-5
39	COc1ccc(/C=C(/NC(C)=O)C(=O)O)cc1	9	34	-2	-4
40	COC(=O)c1c(C(=O)OC)c2cc(C)ccn2c1Cl	0	11	4	9
41	Cc1ccc(S(=O)(=O)N2CC3(C)CN(S(=O)(=O)c4ccc(C)cc4)CC(C)(C2)C3)cc1	-3	1	3	-4
42	O=C(Nc1ccc(Oc2cccnc2)cc1)c1ccccc1F	2	-61	-8	-32
43	O=C(Cc1ccc(Cl)cc1)Nc1ccc(Cl)cn1	4	-13	2	-22
44	O=[N+]([O-])c1ccc(N2CCN(C(=S)Nc3cccc(F)c3)CC2)cc1	11	41	-5	11
45	O/N=C1\CCCc2ccc3ccccc3c21	-10	3	-5	-7
46	CCOC(=O)[C@@H]1[C@H]2COc3ccccc3[C@H]2N2C(=O)N(c3ccc(F)cc3)C(=O)[C@]12C	-10	-23	-6	15
47	Cc1ccccc1OCC(=O)NNC(=O)C1CCCCC1C(=O)O (configuration not stated)	-8	-4	-7	-4
48	CCc1nc(NC(=O)NS(=O)(=O)c2ccccc2C(=O)OC)nc(OC)n1	0	-5	-9	-12

nr	HKDC1 inhibitor	Apaf-1 inh	UBC13 inh	697 NFkB inh
37	1	-2	-3	1
38	-6	-10	1	17
39	-6	6	23	16
40	-1	-1	2	13
41	-12	-16	3	-6
42	-6	-5	2	-50
43	-6	0	-5	-38
44	-5	-5	-3	-20
45	6	13	-8	-10
46	-3	12	8	3
47	-13	11	-5	-19
48	-12	-1	-3	-3

5 entries drawn at random from the list so far:
nr	smiles	SENP7 block	Gli-Sufu antag	SENP8 inh	Jurkat NFkB inh
37	CCCCC(=O)Nc1ccc(C(=O)N2CCN(C)CC2)cc1	4	1	8	-16
47	Cc1ccccc1OCC(=O)NNC(=O)C1CCCCC1C(=O)O (configuration not stated)	-8	-4	-7	-4
38	CCN1CCN(C(=O)C2CCN(S(=O)(=O)c3cc(Cl)ccc3Cl)CC2)CC1	1	4	1	-5
48	CCc1nc(NC(=O)NS(=O)(=O)c2ccccc2C(=O)OC)nc(OC)n1	0	-5	-9	-12
44	O=[N+]([O-])c1ccc(N2CCN(C(=S)Nc3cccc(F)c3)CC2)cc1	11	41	-5	11

nr	HKDC1 inhibitor	Apaf-1 inh	UBC13 inh	697 NFkB inh
37	1	-2	-3	1
47	-13	11	-5	-19
38	-6	-10	1	17
48	-12	-1	-3	-3
44	-5	-5	-3	-20

Laid out differently: entries from further up
38: CCN1CCN(C(=O)C2CCN(S(=O)(=O)c3cc(Cl)ccc3Cl)CC2)CC1
  SENP7 block: 1	Gli-Sufu antag: 4	SENP8 inh: 1	Jurkat NFkB inh: -5	HKDC1 inhibitor: -6	Apaf-1 inh: -10	UBC13 inh: 1	697 NFkB inh: 17
39: COc1ccc(/C=C(/NC(C)=O)C(=O)O)cc1
  SENP7 block: 9	Gli-Sufu antag: 34	SENP8 inh: -2	Jurkat NFkB inh: -4	HKDC1 inhibitor: -6	Apaf-1 inh: 6	UBC13 inh: 23	697 NFkB inh: 16
40: COC(=O)c1c(C(=O)OC)c2cc(C)ccn2c1Cl
  SENP7 block: 0	Gli-Sufu antag: 11	SENP8 inh: 4	Jurkat NFkB inh: 9	HKDC1 inhibitor: -1	Apaf-1 inh: -1	UBC13 inh: 2	697 NFkB inh: 13
41: Cc1ccc(S(=O)(=O)N2CC3(C)CN(S(=O)(=O)c4ccc(C)cc4)CC(C)(C2)C3)cc1
  SENP7 block: -3	Gli-Sufu antag: 1	SENP8 inh: 3	Jurkat NFkB inh: -4	HKDC1 inhibitor: -12	Apaf-1 inh: -16	UBC13 inh: 3	697 NFkB inh: -6

(listing goes on)
nr	smiles	SENP7 block	Gli-Sufu antag	SENP8 inh	Jurkat NFkB inh
49	CCOC(=O)c1ccc(NC(=O)CCSCCc2ccccn2)cc1	8	3	0	-1
50	CN(C)c1ccc(/C=N/N=C(N)N)cc1[N+](=O)[O-]	-5	26	-2	0
51	O=C1CC(c2ccc(F)cc2)Cc2nc(NCC3CCCO3)ncc21 (configuration not stated)	-2	12	-1	3
52	O=C(NC(=S)Nc1ccccc1N1CCN(C(=O)c2ccccc2)CC1)c1cccs1	-6	3	-4	5
53	Cc1cc(=O)oc2cc(OCc3ccc(C(=O)N4CCN(c5ccccc5)CC4)cc3)ccc12	0	3	-9	-12
54	Cc1cc(C)cc(OCC(=O)Nc2ccc(N3CCN(S(C)(=O)=O)CC3)cc2)c1	-2	-1	-4	-7
55	O=C(N/N=C/c1c[nH]c2c1ccc1ccccc12)c1ccc([N+](=O)[O-])cc1	-6	2	1	-11
56	O=C(Nc1ccncc1)Nc1cccc(Cl)c1Cl	-4	18	-2	14
57	CCc1c(C)sc(NC(=O)/C=C/c2ccc3c(c2)OCO3)c1C(=O)OC	-6	1	-6	0
58	Cc1ccc(C(=O)Nc2ccc([N+](=O)[O-])cn2)o1	19	-27	12	-16
59	Cc1ccc(-n2nc(C(=O)NCc3ccco3)c3c4ccccc4n(C)c3c2=O)cc1	-5	5	-14	-24
60	Cc1ccc(S(=O)(=O)N(CC(=O)NCCSc2ccccn2)c2cc(C)cc(C)c2)cc1	2	51	-9	2
61	CSc1ncccc1C(=O)Nc1ccc(S(=O)(=O)Nc2nccs2)cc1	0	-6	6	0
62	COc1ccc([N+](=O)[O-])cc1NC(=O)COC(=O)Cn1cnc2ccccc2c1=O	-5	14	-18	-2

nr	HKDC1 inhibitor	Apaf-1 inh	UBC13 inh	697 NFkB inh
49	-6	7	3	-14
50	-5	0	-168	15
51	-5	-3	-1	2
52	3	19	-4	31
53	0	20	-10	-6
54	1	2	7	16
55	-8	-10	-32	-30
56	-5	-1	6	5
57	-3	4	13	17
58	-4	-3	-9	-30
59	6	19	16	-4
60	3	20	6	-9
61	-4	-1	8	16
62	2	13	3	-13
